Assay outcomes from PubChem.
M1 ag parental: nonselective activator or artifact in parental CHO-K1 cells. AID 602248. Fluo-8 calcium fluorescence; scaled to maximal ATP response, vehicle zero. 360,000 tested, 0.48% active. activation, % at 3 µM; in the data active = activation above about 15%;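 also: untransfected CHO-K1 host cells lacking M1 receptor as counterscreen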
TAAR1 ag: human TAAR1 agonism; AID 624467; CHO RD-HGA16 TAAR1, Fluo-8 calcium fluorescence; vehicle wells 0%, saturating PEA agonist 100%; Q96RJ0; activation, % at 3 µM; 360,000 tested, 0.99% active;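 active = activation above the mean activation of all test compounds in the run plus 3 SD, cut at about 38% in these data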
Target sequence (Q96RJ0 whole entry, looked up): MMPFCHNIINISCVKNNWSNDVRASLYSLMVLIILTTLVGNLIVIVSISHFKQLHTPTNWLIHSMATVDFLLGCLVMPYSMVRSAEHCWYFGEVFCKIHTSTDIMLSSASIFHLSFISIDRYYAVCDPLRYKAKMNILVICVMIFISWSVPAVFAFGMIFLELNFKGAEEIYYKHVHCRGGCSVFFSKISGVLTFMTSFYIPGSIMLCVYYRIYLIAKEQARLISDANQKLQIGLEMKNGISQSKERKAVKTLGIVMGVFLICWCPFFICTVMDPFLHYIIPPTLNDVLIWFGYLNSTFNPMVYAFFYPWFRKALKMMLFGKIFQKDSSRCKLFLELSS
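Test system: RD-HGA16 (CHO) cells co-expressing Gα16 and hTAAR1 | Doses: Single dose, 3 µM | Schedule: 17-24 h seeding, 75 min 37 °C dye, 30 min RT | Evaluation: % activation from peak over basal fluorescence ratio, DMSO-to-PEA scaled | Technique: Kinetic Fluo-8 calcium fluorescence | Benchmarks: Low control DMSO, high control PEA (EC100)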
CHO parental Ca: signal in parental CHO cells, OX1R antagonist counter-screen | parental CHO-K1, ATP-induced calcium, Fluo-8 fluorescence | inhibition, % at 5.6 µM | 330,000 tested, 0.63% active | AID 463079;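 active = inhibition above that plate's mean sample inhibition plus 3 SD, cut at about 26% in these data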;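 also: 0% = ATP-challenged DMSO wells and 100% = DMSO wells without ATP; some compounds past the cut are filed as inactive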
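Measured by: calcium-sensitive Fluo-8 fluorescence / Test system: CHO parental line / Controls: ATP-challenged DMSO wells low, unchallenged DMSO wells high / Measure: % inhibition / Compound: single nominal dose of 5.6 µM per compound / Replicates: single well per compound, no replicates / Reagent: ATP as calcium-mobilizing challenge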
TAAR1 antag: human TAAR1 antagonism | AID 624466 | inhibition, % at 3 µM | Q96RJ0 | CHO RD-HGA16 TAAR1, Fluo-8 calcium fluorescence, antagonist | 360,000 tested, 1.5% active;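 active = inhibition above a per-plate cutoff, the mean inhibition of test compounds on that plate plus 3 SD, cut at about 49% in these data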;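 also: 0% = DMSO plus EC80 beta-PEA response and 100% = DMSO alone without agonist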
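Material: CHO RD-HGA16 cells bearing hTAAR1; compound dosing: one-point dosing, 3 µM nominal final; schedule: dye loading 75 min at 37 °C, then 30 min room temperature; measured by: calcium fluorescence with Fluo-8; control set: vehicle and agonist controls; replication: n of 1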
CHO-K1 Ca PAM: counter-screen for M1 PAMs: effect in parental CHO-K1 cells; ATP EC20, Fluo-8 calcium fluorescence; 0% at ATP EC20, 100% at ATP max; activation, % at 3 µM; 360,000 tested, 0.02% active;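 active = activation above the run cutoff, the mean activation of all test compounds plus 3 SD, cut at about 40% in these data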;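 also: peak over basal fluorescence ratio in a 140 s read after ATP addition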
CHRM1 antagonist: human CHRM1 antagonism | inhibition, % at 3 µM | 360,000 tested, 1.3% active | AID 588852 | CHO-K1 hM1, Fluo-8 calcium fluorescence, ACh EC80 antagonist;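 active = percent inhibition above its own plate's cutoff, namely the mean of that plate's compound wells plus 3 SD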;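 also: peak over basal fluorescence ratio during 140 s after agonist addition; 0% = ACh EC80 plus DMSO and 100% = DMSO alone without agonist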
Target sequence (P11229 whole entry, looked up): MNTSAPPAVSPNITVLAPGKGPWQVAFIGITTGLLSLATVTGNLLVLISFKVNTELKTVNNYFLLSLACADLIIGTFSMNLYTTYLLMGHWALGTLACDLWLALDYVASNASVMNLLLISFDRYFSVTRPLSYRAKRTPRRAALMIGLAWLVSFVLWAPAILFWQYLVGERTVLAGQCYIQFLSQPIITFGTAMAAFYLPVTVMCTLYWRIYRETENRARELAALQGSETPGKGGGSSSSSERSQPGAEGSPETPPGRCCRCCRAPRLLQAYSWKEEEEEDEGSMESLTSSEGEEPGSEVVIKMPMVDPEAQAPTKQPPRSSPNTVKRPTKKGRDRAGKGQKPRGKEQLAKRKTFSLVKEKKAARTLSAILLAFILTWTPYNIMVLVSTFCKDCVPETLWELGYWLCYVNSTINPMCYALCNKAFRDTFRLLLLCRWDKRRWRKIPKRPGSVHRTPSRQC
CHO-K1 Ca antag: nonselective inhibitor or artifact in parental CHO-K1 cells; 360,000 tested, 0.6% active; ATP-induced calcium, Fluo-8 fluorescence; inhibition, % at 3 µM;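 active = inhibition above a per-plate cutoff, the plate's mean sample inhibition plus 3 SD, cut at about 24% in these data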;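 also: 0% = DMSO plus EC80 ATP and 100% = DMSO alone without ATP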
M1 PAM: positive allosteric modulators of human M1 muscarinic receptor. P11229. CHO-K1 hM1, Fluo-8 calcium fluorescence, ACh EC20; 0% = ACh EC20, 100% = maximal ACh. activation, % at 3 µM. 360,000 tested, 0.088% active; in the data active = activation above about 19%, passing the limit was not always enough
CHRM1 agonist: agonists of human M1 muscarinic receptor. activation, % at 3 µM. 360,000 tested, 0.33% active. P11229. CHO-K1 hM1, Fluo-8 calcium fluorescence, agonist mode; 0% DMSO, 100% acetylcholine EC100;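 active = activation above the run's mean compound activation plus 3 SD, cut at about 16% in these data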;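 also: peak over basal fluorescence ratio within a 140 s kinetic read after compound addition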
Starred values were filed as active, the others as inactive; . = no result given.

SMILES	M1 ag parental	TAAR1 ag	CHO parental Ca	TAAR1 antag	CHO-K1 Ca PAM	CHRM1 antagonist	CHO-K1 Ca antag	M1 PAM	CHRM1 agonist
COc1ccc(NS(=O)(=O)c2ccc(F)c(Cl)c2)cn1	5.1	-1	-1	5	13	-5	-8	3	2
COc1ccccc1-c1cc(C(=O)Nc2c(C)n(C)n(-c3ccccc3)c2=O)no1	0.0	6	-13	-8	-3	20	3	-8	-13
COc1ccc(NC(=O)CN(C)C(=O)c2ccc3[nH]c4c(c3c2)CC(C)CC4)cc1 (stereo unspecified)	3.2	6	-2	14	10	-4	8	7	1
CC(C)(CC(=O)N1CCN(c2ccc(Cl)cc2)CC1)CC1=NS(=O)(=O)c2ccccc2N1	4.5	34	75*	64*	-3	30*	11	-8	1
O=c1[nH]c2ccsc2c(=O)n1CCO	-0.3	0	-7	-17	-3	-5	6	11	1
CCOC(=O)c1cccc(NC(=O)Nc2cc(OC)ccc2OC)c1	1.4	14	-12	33	-5	21	16	-7	-2
CCOC(=O)Cn1nnc(-c2ccccc2)n1	0.5	10	-3	-18	21	-11	-15	4	-5
Cc1ccc(C(=O)NCC(=O)OC(C)C(=O)Nc2ccccc2[N+](=O)[O-])s1 (stereo unspecified)	5.1	5	-15	-12	-11	19	-10	-12	1
COc1ccc(CNc2nc3ccccc3s2)cc1OC	2.2	9	-15	4	-22	2	5	-6	0
COc1ccc(Cc2c(C3CCCCC3)nc3cc(C)c(Br)c(C)n23)c(C)c1	0.6	4	.	-8	10	.	-14	.	.
CC(=O)Oc1ccc(/C=C(\NC(=O)c2ccco2)C(=O)Nc2ccc(C(C)=O)cc2)cc1	1.6	1	-8	-5	-6	4	2	-1	-9
Cc1ccc([C@H]2C[C@@H](n3cc(C4CC4)nn3)[C@H](O)CN2C(=O)C2CCCCC2)cc1	0.2	0	.	2	9	-5	-6	3	-3
Cc1cc(C)c(S(=O)(=O)N(C)CC(N)=O)c(C)c1	0.7	3	6	-25	9	-7	-13	11	-4
N#Cc1ccc(C(=O)CSc2nnc(-c3ccc(C(F)(F)F)cn3)s2)cc1	-0.3	0	-20	-6	-4	-6	-8	3	-2
CCCS(=O)(=O)c1ccc(COC(=O)c2cccc(NC(=O)C(C)C)c2)cc1	3.5	11	7	27	6	5	-2	0	-5

Rewritten with two lines to a compound: 3 of the compounds above
Order of results: M1 ag parental | TAAR1 ag | CHO parental Ca | TAAR1 antag | CHO-K1 Ca PAM | CHRM1 antagonist | CHO-K1 Ca antag | M1 PAM | CHRM1 agonist
> Cc1cc(C)c(S(=O)(=O)N(C)CC(N)=O)c(C)c1
    0.7 | 3 | 6 | -25 | 9 | -7 | -13 | 11 | -4
> N#Cc1ccc(C(=O)CSc2nnc(-c3ccc(C(F)(F)F)cn3)s2)cc1
    -0.3 | 0 | -20 | -6 | -4 | -6 | -8 | 3 | -2
> CCCS(=O)(=O)c1ccc(COC(=O)c2cccc(NC(=O)C(C)C)c2)cc1
    3.5 | 11 | 7 | 27 | 6 | 5 | -2 | 0 | -5

More records.
SMILES	M1 ag parental	TAAR1 ag	CHO parental Ca	TAAR1 antag	CHO-K1 Ca PAM	CHRM1 antagonist	CHO-K1 Ca antag	M1 PAM	CHRM1 agonist
O=C(Cc1ccccc1F)OCC(=O)N1CCc2ccccc21	0.1	2	-7	-14	18	-9	-12	7	-8
Cc1cc(C)nc(Sc2nc(Nc3ccccc3)nc(Sc3nc(C)cc(C)n3)n2)n1	0.3	0	-9	-3	7	-6	-1	-1	-8
CC(=O)c1c(N(C)C)ccnc1C(F)(F)F	0.6	1	-11	-2	16	2	-16	4	-3
Cc1ccc(Sc2c(C)nn(C(=O)C3CC3)c2C)cc1	0.2	-3	3	-16	-13	6	12	0	-5
Cc1ccc(C)c(OCc2cc(C(=O)N3CCc4sccc4C3)no2)c1	-0.2	7	-6	-37	-29	-2	10	6	-3
Cc1ccc(-n2c(Cc3cccn3C)nnc2SCC(=O)Nc2nnc(C)s2)cc1	0.2	1	-14	-5	21	0	-14	9	-5
COc1ccc(-c2cnn3c(N)c(S(=O)(=O)C(C)(C)C)cnc23)cc1	-0.3	-2	-16	10	19	-2	-9	2	-5
Cc1ccc(NC(=O)c2cccc(NC(=O)/C=C/c3ccco3)c2)cc1C	5.6	7	-16	33	1	8	-5	-12	-3
O=C(COC(=O)c1cccnc1Cl)NCc1cccs1	0.0	12	-10	-12	19	-6	-12	8	-2
Cn1c(SCC(=O)N2CCc3ccccc32)nc2cccnc21	3.7	12	-14	13	10	-25	-7	-1	-1
N#C/C(=C\c1cccnc1)C(=O)Nc1cccc2ccccc12	2.5	20	-4	-39	14	-9	4	18	3
CN(C(=O)CSc1nc2ccccc2c(=O)n1C)C1CCS(=O)(=O)C1 (stereo unspecified)	0.3	1	-6	-19	11	-14	-10	7	6
S=C(NN=C1C2CC3CC(C2)CC1C3)Nc1ccccc1	-0.3	17	18	-15	9	-20	2	-2	-6
CCN(CCCNC(=O)c1cn(CC)c2ccc(S(=O)(=O)N(C)C)cc2c1=O)c1cccc(C)c1	0.0	2	-11	-6	11	7	8	-1	-6
O=C(CCC(=O)c1cccs1)NC1CCCCCC1	0.7	11	-13	3	14	-9	-14	10	-2
Cn1nc(C(=O)OCC(=O)NC2CCS(=O)(=O)C2)c2ccccc2c1=O (stereo unspecified)	0.4	2	0	-24	19	-13	-14	14	-4
O=C(CCC1CCCN(C(=O)Cn2cnnn2)C1)NCc1ccccc1F (stereo unspecified)	0.4	3	-5	1	8	-4	-5	6	-2
Fc1ccccc1/C=N/Nc1ncnc2ccccc12	0.3	4	-23	-5	-2	-1	9	6	-8
CN(C)CCCCOc1ccccc1F	0.2	0	-1	-6	-7	-10	-20	5	1
COc1ccc(OCC(=O)N(C)CC2COc3ccccc3O2)cc1 (stereo unspecified)	0.1	1	-13	-11	1	3	5	5	-2
C=CCn1c(=O)c2ccccc2n2c(SCC(=O)Nc3sc(C(=O)N(CC)CC)c(C)c3C(=O)OCC)nnc12	-1.2	-1	-28	-6	25	4	-13	-2	-10
O=C(NCC(=O)N1CCOCC1)OCc1ccccc1	1.0	0	-9	-20	8	-1	-22	3	-5
CCN(CCn1cccn1)Cc1nc(-c2ccc(C(=O)OC)cc2)no1	12	6	-10	3	-1	4	6	-6	-3
CCc1cccc(NC(=O)[C@@H]2CCCN2C2=NS(=O)(=O)c3ccccc32)c1	0.8	-1	-7	10	14	-11	-17	8	-4
S=C(c1ccc(-c2ccc(Cl)c(Cl)c2)o1)N1CCOCC1	0.6	.	-24	.	19	-3	-18	0	-4
Cc1ccccc1N1CCN(C(=O)c2ccccc2NC(=O)c2ccccc2C(=O)O)CC1	1.0	5	-7	-18	11	3	-2	0	2
COc1ccccc1CNC(=O)CN(C)CC(=O)Nc1ccc(F)c(F)c1F	0.4	-1	-19	-23	3	-7	-9	9	-2
CCN(CC)c1ccc(NC(=O)C2CCC(CNc3c(N4CCCC4)c(=O)c3=O)CC2)c(C)c1 (stereo unspecified)	0.5	-4	-9	2	12	-18	0	11	-2
CC(=O)Nc1cccc(-c2nc3ccc(NC(C)=O)cc3[nH]2)c1	0.2	-3	-7	-2	15	-8	-5	6	-1
CC(=O)Nc1nc(C)c(C(C)C)s1	0.1	0	9	-7	5	3	-11	-5	-7
CNc1cncc(-c2ccc(OC)cc2OC)n1	0.0	0	.	-4	-16	-18	8	12	-1
COc1ccc(NC(=O)N(Cc2cc3cc(OC)ccc3[nH]c2=O)CC2CCCO2)cc1 (stereo unspecified)	3.6	13	-17	56*	13	10	-6	-3	0
Cc1ccc([C@@H]2CC=C(C(=O)O)[C@H](c3ccccc3)N2S(=O)(=O)c2ccc(C)cc2)cc1	0.4	5	-13	4	23	7	-20	-5	-9
CCCC(C(=O)NCCc1ccc(S(N)(=O)=O)cc1)c1ccccc1 (stereo unspecified)	0.3	10	-8	-26	-2	-3	-8	1	-4
O=C(CCC(=O)NC1CCN(Cc2ccccc2)CC1)NCc1ccco1	0.0	7	-8	-7	9	-6	-3	11	-6
C/C(CC(=O)Nc1cccc(Cl)c1Cl)=N\NC(=O)c1ccccc1N	0.6	0	-16	4	-13	7	14	-11	-10
CCOC(=O)c1cc2sccc2n1CC(=O)N1CCCC1	0.7	6	-12	-15	6	-33	-17	14	1
OCCN(CC#CC(O)(c1ccccc1)c1cccc(F)c1)CCO (stereo unspecified)	0.1	3	-10	-15	20	-16	-19	10	-8
Cc1ccc(S(=O)(=O)N[C@H](C(=O)OCC(=O)NC(=O)Nc2ccc3c(c2)OCCO3)C(C)C)cc1	2.2	2	-8	13	21	2	-6	5	6
N#Cc1c2c(c(-c3ccccc3Cl)[nH]c1=S)CCCC2	2.6	2	.	-11	-2	2	-5	3	-6
O=S(=O)(NCc1ccccc1)c1ccc(Br)s1	1.0	8	.	3	15	-9	-4	8	-4
COc1ccc(NC(=O)Cn2c(=O)n(CC3CCCO3)c(=O)c3ccccc32)c(OC)c1 (stereo unspecified)	1.7	1	-7	-35	21	-15	-17	11	0
COc1ccc(C(=O)N(C(C)C)C(C)C)c(OC)c1	0.1	10	-3	2	18	-22	-6	6	-4
COc1cc(/C=N/N2CCN(c3ccc(Cl)cc3)CC2)cc(OC)c1OC(C)=O	0.5	3	-14	-1	0	-7	-10	0	-3
COc1ccccc1-c1nnc(SC/C(O)=C(\C#N)c2nc3ccccc3[nH]2)n1C1CCCCC1	1.5	3	-18	4	21	3	-5	6	-11

Gathered by group, the compounds so far with bromine.
SMILES	M1 ag parental	TAAR1 ag	CHO parental Ca	TAAR1 antag	CHO-K1 Ca PAM	CHRM1 antagonist	CHO-K1 Ca antag	M1 PAM	CHRM1 agonist
COc1ccc(Cc2c(C3CCCCC3)nc3cc(C)c(Br)c(C)n23)c(C)c1	0.6	4	.	-8	10	.	-14	.	.
O=S(=O)(NCc1ccccc1)c1ccc(Br)s1	1.0	8	.	3	15	-9	-4	8	-4

The listing continues:
SMILES	M1 ag parental	TAAR1 ag	CHO parental Ca	TAAR1 antag	CHO-K1 Ca PAM	CHRM1 antagonist	CHO-K1 Ca antag	M1 PAM	CHRM1 agonist
COC(=O)c1ccc(COC(=O)C2CCN(S(=O)(=O)c3c(C)cc(C)cc3C)CC2)o1	2.8	2	.	45	20	-5	-12	0	-1
O=[N+]([O-])c1ccc(-c2ccc(/C=N/Nc3nc(N4CCCCC4)nc(N4CCCCC4)n3)o2)cc1	-0.1	10	.	-5	6	-1	-4	3	-4
Cc1ccc(S(=O)(=O)N2[C@H](C(C)C)[C@H]3[C@H]4C(=O)N(c5ccccc5)C(=O)[C@H]4CC(=O)[C@H]3[C@@H]2c2ccccc2)cc1	0.3	2	.	-15	7	-38	-29	4	-2
CCOC(=O)N1C(=O)[C@@](CC)(c2ccccc2)N1C(=O)OCC	0.2	1	4	15	4	6	1	0	-3
Cc1nc2c(c3c1[nH]c1ccccc13)C(=O)CC(C)(C)C2	1.2	10	-9	-26	17	-14	-12	9	-3
COC(=O)c1[nH]c2ccccc2c1NC(=O)CN1CCN(c2cccc(Cl)c2)CC1	2.8	13	-11	62*	20	-33	-11	3	2
